TEAD-YAP block – TEAD-YAP interaction inhibition, primary screen, TEAD-YAP interaction inhibitor project, luminescence, HEK-TIYL cells; actives 1.4% (n = 640,000); inhibition, % at 9.12 µM; AID 1259422, 2018; TEAD-Gal4/YAP UAS-luciferase luminescence; in the data active = inhibition above about 32%;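 also: 0% = median of test compound wells and 100% = reference inhibitor wells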
FBW7 act – FBW7 E3 ligase activators, primary screen, biochemical, AlphaScreen, human; actives 0.13% (n = 650,000); AlphaScreen FBW7–phospho-cyclin E peptide binding, activator screen; normalized activity (activation), % at 26.1 µM; AID 1259310, 2017; in the data active = normalized activity above about 1.9%;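 also: purified mutant Fbw7 with reduced substrate affinity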
GPR151 activ – activators of human GPR151, primary screen, cell-based, PathHunter beta-arrestin, luminescence; PathHunter beta-arrestin GPR151 cells; G-protein coupled receptor 151 (Homo sapiens), Q8TDV0; actives 1% (n = 650,000); activation, % at 11.2 µM; in the data active = activation above about 4.9%;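 also: 0% = median of compound wells and 100% = cells with positive control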
Target sequence (Q8TDV0 whole entry, looked up): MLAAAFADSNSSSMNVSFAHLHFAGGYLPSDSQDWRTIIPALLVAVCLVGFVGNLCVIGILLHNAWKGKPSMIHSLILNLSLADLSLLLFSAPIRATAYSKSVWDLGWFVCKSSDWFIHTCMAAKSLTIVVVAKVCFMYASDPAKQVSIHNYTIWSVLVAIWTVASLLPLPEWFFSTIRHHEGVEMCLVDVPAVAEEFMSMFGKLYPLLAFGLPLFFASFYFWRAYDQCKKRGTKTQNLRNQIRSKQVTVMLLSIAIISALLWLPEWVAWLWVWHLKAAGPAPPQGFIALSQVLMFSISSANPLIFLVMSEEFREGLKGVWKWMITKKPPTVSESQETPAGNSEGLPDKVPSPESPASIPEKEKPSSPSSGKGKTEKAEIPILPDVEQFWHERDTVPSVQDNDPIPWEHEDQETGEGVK
MITF primary – MITF inhibitors, primary screen, biochemical, AlphaScreen, human. Microphthalmia-associated transcription factor (Homo sapiens), O75030. AlphaScreen MITF homodimerization, bead proximity signal. inhibition, % at 2.6 µM. actives 0.91% (n = 650,000); in the data active = inhibition above about 50%;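 also: 0% = vehicle wells with protein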
Target sequence (O75030 whole entry, looked up): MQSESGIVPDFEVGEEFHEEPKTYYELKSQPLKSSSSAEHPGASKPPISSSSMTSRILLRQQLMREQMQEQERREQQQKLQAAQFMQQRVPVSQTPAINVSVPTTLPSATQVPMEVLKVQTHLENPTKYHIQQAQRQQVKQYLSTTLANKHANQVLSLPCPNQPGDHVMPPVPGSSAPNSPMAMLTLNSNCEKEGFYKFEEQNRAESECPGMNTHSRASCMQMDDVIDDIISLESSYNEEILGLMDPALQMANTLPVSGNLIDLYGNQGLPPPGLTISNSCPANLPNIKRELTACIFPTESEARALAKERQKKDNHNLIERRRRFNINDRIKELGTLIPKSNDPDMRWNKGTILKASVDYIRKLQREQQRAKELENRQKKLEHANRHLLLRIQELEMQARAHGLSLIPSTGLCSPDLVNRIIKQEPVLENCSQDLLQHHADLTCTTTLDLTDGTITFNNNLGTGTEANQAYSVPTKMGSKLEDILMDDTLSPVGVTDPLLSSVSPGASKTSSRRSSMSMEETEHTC
Active calls of the source: *. An unsorted share of the library. About 3.4% of those tested had a hit in this group.

Values run as follows: TEAD-YAP block | FBW7 act | GPR151 activ | MITF primary
O=C(CNC(=O)c1ccc(Cl)cc1Cl)OCc1cccc([N+](=O)[O-])c1
→ 6 | -0.2 | -0.1 | -1
CCOCCOC(=O)C1=C(C)NC2=C(C(=O)CC(c3cccs3)C2)C1c1coc2ccccc2c1=O (configuration not stated)
→ 5 | 0.9 | -1.3 | 2
Cc1cc(=O)[nH]c(N/N=C/CCc2ccccc2)n1
→ 6 | 0.1 | -0.8 | -7
COc1cc(/C=C2\N=C(c3cncc(Br)c3)OC2=O)cc(OC)c1OC
→ 0 | 0.0 | -0.2 | 2
CC(C)N(Cc1nc(-c2ccccc2)no1)C(=O)Cc1ccccc1[N+](=O)[O-]
→ 1 | -0.2 | 0.2 | -11
Cc1cc(C)c2c(n1)nn1c(N3CCCC(O)C3)cc(C)nc21 (configuration not stated)
→ -2 | 0.1 | 1.6 | 3
COc1ccc(-c2ncc(C(=O)Nc3cc(OC)c(OC)c(OC)c3)s2)cn1
→ 10 | 0.2 | 1.3 | -36
COC(=O)c1cc2c(=O)n3cccc(C)c3nc2n(Cc2ccc(OC)cc2)c1=N
→ 4 | -0.1 | -1.0 | 10
c1ccc(CN2CCC(Nc3cc(Nc4cccnc4)ncn3)CC2)cc1
→ 3 | 0.1 | 0.5 | -2
NC1=NC(=O)/C(=C/c2ccc(-c3cccc(Cl)c3Cl)o2)S1
→ 4 | -0.2 | 2.4 | -3
CC1=NN(c2ccccc2)C(=O)/C1=C/c1cccc(C(=O)O)c1
→ -5 | -0.1 | -0.2 | -8
COc1cccc(/C=C2N=C(/C=C/c3ccccc3)OC/2=O)c1
→ 6 | -0.1 | -0.1 | 8
C/C(=C\c1ccco1)C1C(C#N)=C(N)Oc2n[nH]c(-c3ccccc3)c21 (configuration not stated)
→ 2 | -0.2 | 2.5 | 1
CC(C)CC(C(=O)O)N1C(=O)c2ccc(F)cc2C1=O (configuration not stated)
→ 6 | 0.3 | 0.8 | 0
CC(C)N1C(=O)C2C(C(=O)Nc3ccc(Cl)c(Cl)c3)C3(C)C=CC2(O3)C1C(=O)NC1CCCCC1 (configuration not stated)
→ -1 | 0.0 | -0.4 | 14
CCN(CC(O)CN(C)CC(O)CN1CCOCC1)S(=O)(=O)O (configuration not stated)
→ 3 | 0.6 | 2.6 | 2
Cc1noc(C)c1COC(=O)/C=C/c1ccc(S(=O)(=O)N2CCCCCC2)cc1
→ -4 | -0.1 | -0.2 | -7
O=c1cc(CSc2nc(NC3CCCCC3)c3ccccc3n2)nc2ccc(Cl)cn12
→ 3 | 0.4 | 0.9 | -3
CCN1CCC(CCNC(=O)CC2C(=O)NCCN2Cc2ccc(C)o2)CC1 (configuration not stated)
→ 2 | 0.1 | 0.6 | -1
CCOC(=O)C1=C(C)N=c2s/c(=C\c3cn(Cc4ccccc4Cl)c4ccccc34)c(=O)n2C1c1cc(OC)ccc1OC (configuration not stated)
→ -5 | 0.1 | 1.2 | 6
CN1CCN(C(=O)c2n[nH]c(=O)c3ccccc23)CC1
→ 7 | -0.1 | 0.9 | 6
CC(C)(C)c1ccc(OCCCC(=O)Nc2nc(-c3ccccc3)cs2)cc1
→ -3 | -0.1 | -0.9 | 4
CCCCc1ncc(CN2CCC(CO)(CCOc3ccccc3)CC2)[nH]1
→ 0 | 0.0 | 0.5 | 9
CCN(C(=O)c1cccc([N+](=O)[O-])c1)c1ccccc1
→ 2 | 0.6 | -0.4 | 5
O=C(Nc1ccc(F)cc1)N1CCn2cccc2C1c1ccccc1F (configuration not stated)
→ -15 | 0.0 | 0.3 | 24
CCCCCN(C(=O)NC(=O)NCCCC)S(C)(=O)=O
→ 17 | 0.0 | 0.3 | -4
COc1cccc(CC(=O)Nc2nnc(SCc3ccc(C#N)cc3)s2)c1
→ 2 | -0.1 | 1.7 | -5
COCCNC(=S)N(CCN(C)C)Cc1cc2c(C)ccc(C)c2[nH]c1=O
→ -2 | 0.0 | -0.9 | 8
CCCCCn1c(S(=O)(=O)O)nc2ccccc21
→ 0 | -0.1 | 1.3 | 1
CCn1cc(/C=C/[N+](=O)[O-])c2ccccc21
→ -3 | -0.3 | -0.9 | 8

Reformatted as labelled records: entries from further up.
> CC(C)(C)c1ccc(OCCCC(=O)Nc2nc(-c3ccccc3)cs2)cc1
  TEAD-YAP block = -3
  FBW7 act = -0.1
  GPR151 activ = -0.9
  MITF primary = 4
> CCn1cc(/C=C/[N+](=O)[O-])c2ccccc21
  TEAD-YAP block = -3
  FBW7 act = -0.3
  GPR151 activ = -0.9
  MITF primary = 8
> CC(C)N1C(=O)C2C(C(=O)Nc3ccc(Cl)c(Cl)c3)C3(C)C=CC2(O3)C1C(=O)NC1CCCCC1 (configuration not stated)
  TEAD-YAP block = -1
  FBW7 act = 0.0
  GPR151 activ = -0.4
  MITF primary = 14
> O=C(Nc1ccc(F)cc1)N1CCn2cccc2C1c1ccccc1F (configuration not stated)
  TEAD-YAP block = -15
  FBW7 act = 0.0
  GPR151 activ = 0.3
  MITF primary = 24

(cont.)
Values run as follows: TEAD-YAP block | FBW7 act | GPR151 activ | MITF primary
COc1cc([N+](=O)[O-])c2ncccc2c1
→ 16 | -2.2 | -1.0 | 70*
CC1(C)CC(=O)C(C=NCCCNC2CCCCC2)=C(O)C1
→ -3 | -0.1 | -0.4 | -7
CC(=O)C1C(c2cccc(C)c2)NC(=O)NC1(O)C(F)(F)F (configuration not stated)
→ -4 | 0.2 | -1.0 | 22
Cc1c(C(=O)N2CCN(c3ccc([N+](=O)[O-])cc3)CC2)sc2ncn(Cc3ccccc3F)c(=O)c12
→ 2 | 0.0 | 1.6 | 1
CCC1(CC)NC(=O)N(CC(=O)OCC(=O)Nc2nc(-c3ccc(C)cc3)cs2)C1=O
→ -50 | 0.1 | -1.6 | -7
COc1ccc(C2Nc3ccccc3C(=O)N2c2ccc(C)cc2)cc1CN1CCOCC1 (configuration not stated)
→ -48 | 0.0 | 0.7 | 5
COc1ccc(C(=O)Cc2cc(OC)c(OC)cc2Br)cc1
→ 4 | -0.1 | -0.5 | -10
N/C(=N\OC(=O)C1CCCCC1)c1ccc(Cl)cc1
→ -4 | -0.1 | 0.7 | 4
CCOC(=O)C1=CN(CCOC)C=C(C(=O)OCC)C1c1ccc([N+](=O)[O-])cc1
→ -6 | 0.0 | -0.9 | 4
CCOC(=O)c1c(NC(=O)c2noc(C(C)C)c2[N+](=O)[O-])sc(C)c1C
→ -4 | 0.2 | -0.9 | 17
Cc1cc(C(=O)Nc2cccc(Cl)c2C)no1
→ -7 | -0.2 | 0.5 | -3
N#Cc1cc(NC(=O)c2ccc(F)cc2)c(=O)n2c1sc1ccccc12
→ -3 | 0.1 | 0.3 | 3
CC(Oc1ccc(Cl)cc1Cl)C(=O)NCCOc1cc(N2CCOCC2)ncn1 (configuration not stated)
→ 4 | 0.6 | 2.1 | 6
O=C(O)CCN1C(=O)c2ccc(NC(=O)CCc3ccccc3)cc2C1=O
→ 2 | 0.0 | -0.5 | -15
Cn1c2ccccc2n2c(=O)n(CC(=O)N3CCCCCC3)nc12
→ 14 | 0.4 | 0.0 | 6
CSc1ccccc1NC(=S)NCC1CCCO1 (configuration not stated)
→ -7 | 0.4 | -1.6 | 16
CC(O)CNC(=O)C(=O)NC1CCCCC1 (configuration not stated)
→ 5 | 0.9 | -0.4 | 11
CCN(CC)C(=O)Cn1cc(/C=C(\C#N)C(=O)NCCOC)c2ccccc21
→ -1 | 0.1 | 1.7 | 6
CCCCOc1ccc(C(=O)NCCc2c[nH]c3ccccc23)cc1
→ -14 | -0.1 | -0.4 | -2
O=C(O)CC12CC3CC(C1)CC(n1ncc(Nc4ccccc4F)c(Cl)c1=O)(C3)C2
→ -1 | 0.2 | 0.7 | 19
O=C(CCN1CCN(CCO)CC1)Nc1ccc(OC(F)(F)F)cc1
→ -9 | 0.0 | 2.1 | 2
CCOc1ccc(CCNC(=O)NC(C)(C)C)cc1OCC
→ 3 | 0.0 | 0.6 | 6
Cc1nnc2c3c(-c4ccccc4)csc3ncn12
→ -6 | -0.1 | 0.1 | -8
CCOC(=O)C1=C(O)/C(=C\c2cc(C)n(-c3ccccc3C)c2C)N=C1C
→ -5 | -0.1 | -0.8 | 5
COCCN1C(=O)c2ccc(C(=O)Nc3cc(C)on3)cc2C1=O
→ -12 | -0.3 | 1.2 | 4
O=C(CSc1nnc2ccc(-c3cccnc3)nn12)N1CCCCC1
→ -4 | -0.1 | -0.7 | -13
CCOc1ccc(C/C(O)=C2/C(=N)CC(C)(C)CC2=O)cc1OCC
→ 11 | 0.0 | -0.6 | 24
COc1ccccc1N(C(=O)c1csnn1)C(C(=O)NC(C)(C)C)c1ccc(C)cc1 (configuration not stated)
→ -2 | 0.0 | 1.4 | -2
Cc1cc(C(=O)CNCCN2CCOCC2)c(C)n1-c1ccc(Cl)cc1
→ 6 | -0.1 | 0.6 | 46
Cc1cc(C)n2nc(C(=O)Nc3ccccc3Cc3ccccc3)nc2n1
→ 2 | 0.0 | -0.1 | 8

Looked up by structure from the list above, 3 records:
Values run as follows: TEAD-YAP block | FBW7 act | GPR151 activ | MITF primary
Cc1cc(C(=O)CNCCN2CCOCC2)c(C)n1-c1ccc(Cl)cc1
→ 6 | -0.1 | 0.6 | 46
CC(Oc1ccc(Cl)cc1Cl)C(=O)NCCOc1cc(N2CCOCC2)ncn1 (configuration not stated)
→ 4 | 0.6 | 2.1 | 6
c1ccc(CN2CCC(Nc3cc(Nc4cccnc4)ncn3)CC2)cc1
→ 3 | 0.1 | 0.5 | -2

(more compounds)
SMILES	TEAD-YAP block	FBW7 act	GPR151 activ	MITF primary
O=C(c1ccco1)N1CCN(C(=S)Nc2ccc(F)cc2)CC1	1	0.1	-2.3	-11
CC(CNC(=O)c1nnc(Cc2ccccc2Cl)o1)c1ccccc1 (configuration not stated)	12	-0.3	0.3	-2
Clc1cccc(N2CCN(Cc3ccsc3)CC2)c1	-5	-0.1	-0.5	42
CCCNC(=O)CCCC(=O)c1ccccc1	-12	0.1	-0.4	-1
Cc1cc(Cl)ccc1NC(=O)CN(c1cccc(Cl)c1)S(C)(=O)=O	-5	0.2	1.5	9
O=C1/C(=C/c2ccc(-c3ccc(Cl)c(Cl)c3)o2)C=C(c2ccccc2)N1c1cccc(Cl)c1	-7	0.0	0.5	17
O=C(NCC1CCCO1)c1csc(-c2cnccn2)n1 (configuration not stated)	16	0.3	0.7	22
O=C(CN1C(=O)CCC1=O)Nc1nc(-c2ccccc2)cs1	7	0.1	-0.6	1
OC(CN1CCN(Cc2ccccc2)CC1)Cn1c2ccccc2c2ccccc21 (configuration not stated)	7	-0.1	0.1	-2
Cc1nc2cc(NC(=O)C3CC34CCN(Cc3ccccc3)CC4)ccc2s1 (configuration not stated)	1	-0.2	-0.5	10
CCCCCCCC(=O)Nc1ccc(C(=O)Nc2ccccc2I)cc1	-1	-0.5	0.8	-4
O=C(NCc1ccccc1)c1cccc(NCc2cccnc2)n1	6	-0.1	0.7	13
Cc1cc(Nc2ccc(OCCN3CCCCC3)cc2)nc(Nc2ccc(N3CCOCC3)cc2)n1	11	-0.2	3.1	24
CCOc1cc(OCC)cc(C(=O)Nc2ccc(N3CCOCC3)cc2)c1	5	0.3	0.3	27
CN1CCN(C(=O)CN2C(=O)c3cccc4cccc(c34)C2=O)CC1	3	0.1	-1.1	5
COc1ccc(CN2C(=O)[C@@H]3CCCN3C(=O)c3ccccc32)cc1	8	-0.1	0.8	-3
c1ccc(CCc2noc(CN3CCCCC3c3ccccn3)n2)cc1 (configuration not stated)	4	0.2	-0.9	10
Cc1cccc(CN[C@H]2C[C@H]3C(=O)N[C@H](CO)C(=O)N3C2)c1	-1	0.0	3.3	5
Cc1cc(C(C)(C)C)oc1C(=O)N1CCn2c(nnc2C2CC2)C1	-8	0.2	1.4	3
COc1ccc(-n2nc(C(=O)NCC(=O)Nc3ccccn3)c3ccccc3c2=O)cc1	0	0.1	-0.3	4
CCOC(=O)C1=C(C)N=c2s/c(=C\c3ccccc3Cl)c(=O)n2C1c1ccc(OC(C)=O)c(OC)c1 (configuration not stated)	7	0.0	-0.4	4
O=C(CCC(=O)N(C1CC1)C1CCN(Cc2ccccc2)CC1)NC1CCCCC1	-2	-0.2	-1.2	-1
CCC(CC)C(=O)NCc1ccccc1Cl	-8	-0.1	0.7	7
CCCc1noc(-c2cccc(Br)c2)n1	10	0.8	-1.6	5
COc1cc(C(=O)N(CCCN2CCOCC2)c2nc3c(C)ccc(C)c3s2)cc(OC)c1OC	-18	-0.2	0.2	4
Cc1c(C(=O)N2CCN(C)CC2)sc2ncnc(N3CCN(c4ccccn4)CC3)c12	-3	0.2	0.2	10
O=C(Nc1ccc(Cl)c(Cl)c1)C(=O)NC1CCCCCC1	-1	-0.1	-1.1	6
CCc1nc(SCC(=O)N(CC)CC)c2c(C)c(C)sc2n1	-8	-0.1	0.1	-25
Nc1nonc1-n1nnc(C(=O)NN=C2CCCCCC2)c1CN1CCOCC1	12	0.1	0.8	3
